M4 PAM: human M4 muscarinic receptor positive allosteric modulators, primary screen, CHO-K1 cells, Fluo-8 calcium fluorescence | 360,000 compounds, 0.4% hits | Muscarinic acetylcholine receptor M4 (Homo sapiens), P08173 | AID 624126, 2012 | CHO-K1 hM4/Gqi5, ACh EC20; 0% = ACh EC20, 100% = maximal ACh | activation, % at 3 µM;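 active means activation above its plate's cutoff, the mean activation of sample wells plus 3 SD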; further: some results filed as inactive read as strong as hits
Target sequence (P08173 whole entry, looked up): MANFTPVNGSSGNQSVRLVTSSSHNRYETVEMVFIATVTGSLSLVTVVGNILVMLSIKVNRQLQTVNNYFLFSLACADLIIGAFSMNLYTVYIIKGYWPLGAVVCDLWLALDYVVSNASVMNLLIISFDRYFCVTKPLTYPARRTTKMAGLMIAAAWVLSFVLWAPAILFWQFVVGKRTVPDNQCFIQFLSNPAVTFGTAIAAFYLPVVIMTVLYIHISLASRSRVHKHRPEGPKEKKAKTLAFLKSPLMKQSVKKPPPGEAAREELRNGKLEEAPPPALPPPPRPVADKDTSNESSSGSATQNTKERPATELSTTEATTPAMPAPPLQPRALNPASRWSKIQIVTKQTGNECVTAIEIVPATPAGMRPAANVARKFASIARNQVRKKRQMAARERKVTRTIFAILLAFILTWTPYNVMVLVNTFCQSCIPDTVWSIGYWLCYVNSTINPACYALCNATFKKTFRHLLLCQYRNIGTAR
GalR3 antagonist: GalR3 antagonists in HEK293 cells, primary screen, cell-based, fluorescence readout; 360,000 compounds, 0.44% hits; Galanin receptor type 3 (Homo sapiens), O60755; HEK293 GalR3-CNG cAMP membrane potential fluorescence; galR3 body fused to GalR1 C-terminus; inhibition, % at 3 µM; AID 651719, 2012;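 active means inhibition above the screen-wide average plus 3 SD, cut at about 13% in these data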;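 further: forskolin and galanin both at EC90 stimulate the cells; cAMP rise reported by CNG channel membrane potential dye signal; 0% = forskolin plus galanin with DMSO and 100% = forskolin alone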
Target sequence (O60755 1-299 limits assumed): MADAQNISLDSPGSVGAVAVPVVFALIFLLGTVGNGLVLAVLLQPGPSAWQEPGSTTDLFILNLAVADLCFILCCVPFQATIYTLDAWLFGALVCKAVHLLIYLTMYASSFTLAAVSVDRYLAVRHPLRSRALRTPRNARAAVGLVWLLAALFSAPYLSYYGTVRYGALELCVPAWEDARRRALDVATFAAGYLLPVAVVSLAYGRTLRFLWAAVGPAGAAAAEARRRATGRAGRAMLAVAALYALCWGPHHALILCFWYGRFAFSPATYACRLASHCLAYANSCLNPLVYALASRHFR
Starred values were filed as active, the others as inactive; nt = no result given. An excerpt (hit frequency here may not be typical).

Compound | GalR3 antagonist | M4 PAM
CCCS(=O)(=O)NC(=O)C1(C)CCN(C(=O)c2ccc(OC)cc2)C1 (stereo unspecified) | nt | 1
Cc1ccc(C2C=CC(C#N)=CN2Cc2ccccc2)cc1 (stereo unspecified) | nt | -2
CCCS(=O)(=O)NC(=O)C1(C)CCCN(C(=O)c2ccc(F)cc2Cl)C1 (stereo unspecified) | nt | 6
Cc1ccc2nc(-c3ccco3)c(CC3CCCCC3)n2c1 | nt | -1
CCNC(=O)C1(C)CCCN(CCOc2ccc(Cl)cc2)C1 (stereo unspecified) | nt | 1
COc1ccccc1Cc1c(-c2ccco2)nc2c(C)cc(Br)cn12 | nt | 9
COc1ccc(C(C)NC(=O)C2CCN(CCOc3ccc(Cl)cc3Cl)CC2)cc1OC (stereo unspecified) | nt | -3
COCCNC(=O)C1CCCN(Cc2ccccc2-c2ccccc2)CC1 (stereo unspecified) | nt | -2
COc1cccc(C(N)c2nc(-c3csc4ccccc34)cs2)c1 (stereo unspecified) | nt | 1
O=C(CN1C(=O)c2ccccc2C1=O)C(O)CN1C(=O)c2ccccc2C1=O (stereo unspecified) | nt | 7
CC(C)[C@@H]1CC[C@@H](C)C[C@H]1O | nt | -1
Nc1nc2ccc(Cl)cc2cc1C(=O)NCc1ccc(Oc2ccccc2)cc1 | nt | -8
O=C(CN1CCNCC1)N1CCOCC1 | nt | -1
Cc1ccc(-c2cnc(C(O)c3cccc(Cl)c3)[nH]2)cc1 (stereo unspecified) | nt | 2
CC(O)(c1cccc(F)c1)c1nc(-c2cncnc2)cs1 (stereo unspecified) | nt | -3
CC1(C(=O)NS(=O)(=O)C2CC2)CCCN(C(=O)COc2ccccc2)C1 (stereo unspecified) | nt | -1
O=C(NC(Cc1cn(Cc2ccccc2)cn1)C(=O)O)OCC1c2ccccc2-c2ccccc21 (stereo unspecified) | nt | 6
Nc1ncnc2c1ncn2[C@@H]1O[C@H](C(=O)NS(=O)(=O)c2c(Cl)nc3sccn23)[C@@H](O)[C@H]1O | nt | 16
CS(=O)(=O)Nc1cccc(NC(=O)c2cccc3c(-c4cccnc4)coc23)c1 | nt | -7
COc1cccc(-c2cccc(-c3nc(C(=O)NCc4ccc(Oc5ccccc5)cc4)cc4c3[C@H](CCO)N(S(=O)C(C)(C)C)C4)c2)c1 (stereo partly specified) | nt | -2
ClC1=CN(C2=NCCC2)CC1 | nt | -3
CC(=O)C1(O)CCC2C3CC(C)C4=CC(=O)CCC4(C)C3CCC21C (stereo unspecified) | nt | -7
CN(CCC#N)c1ccc(C=C(C#N)c2cccc(C(F)(F)F)c2)cc1 | nt | 4
CC(CCC(=O)O)C1CCC2C3CCC4CC(O)CCC4(C)C3CC(O)C12C (stereo unspecified) | nt | -2
Cc1nc2c(OCc3cccc(Cl)c3)cccn2c1N(C)CC1CC1 | nt | -16

Entries listed so far that contain two or more sulfur atoms, in the order listed:
Compound | GalR3 antagonist | M4 PAM
COc1cccc(C(N)c2nc(-c3csc4ccccc34)cs2)c1 (stereo unspecified) | nt | 1
Nc1ncnc2c1ncn2[C@@H]1O[C@H](C(=O)NS(=O)(=O)c2c(Cl)nc3sccn23)[C@@H](O)[C@H]1O | nt | 16

Continued.
Compound | GalR3 antagonist | M4 PAM
CCCCC(=O)N(C)c1c(CC)nc2c(OCC=C(C)C)cccn12 | nt | 2
CC(C)OCCc1cccc[n+]1[O-] | nt | 4
CCCS(=O)(=O)NC(=O)C1(C)CCN(C(=O)Cc2cccc3ccccc23)C1 (stereo unspecified) | nt | 0
O=C(Nc1cccc(F)c1)c1ccc(-c2cccnc2)c2ccoc12 | nt | 1
O=S(=O)(Nc1ccc(C(O)(C(F)(F)F)C(F)(F)F)cc1)c1ccc(Cl)c2nonc12 | nt | -3
N#CC1=C(Nc2ccccc2Cl)SC2(CCCC2)NC1=O | nt | -2
OCCN(Cc1ccccn1)Cc1ccccn1 | nt | -11
COc1ccc(CCNC2=CC(=O)CCC2)cc1OC | nt | 16
Nc1nc2ccc(Cl)cc2cc1C(=O)NCCc1c[nH]c2ccccc12 | nt | -14
NC(CSCc1ccccc1)C(=O)Nc1ccc([N+](=O)[O-])cc1 (stereo unspecified) | nt | 1
CCc1nc2c(OCC(=O)C(C)(C)C)cccn2c1N(C)C(=O)C(C)C | nt | 7
CCCS(=O)(=O)NC(=O)C1(C)CCN(C(=O)c2ccccc2Br)C1 (stereo unspecified) | nt | 8
Clc1cccc(-c2nc3ccc(Cl)cn3c2Cc2ccsc2)c1 | nt | 4
Cc1ccc(NC(=O)CN(C2=NC3CS(=O)(=O)CC3S2)c2ccccc2)cc1 (stereo unspecified) | nt | 0
Cc1[nH]c2ccccc2c1CC(=O)Nc1ccc(Nc2ccncc2)cc1 | -1 | nt
O=C1c2[nH]nc(-c3ccccc3)c2C(c2cccc(C(F)(F)F)c2)N1c1ccccc1 (stereo unspecified) | -8 | nt
COc1ccc(-c2ccc3c(n2)CCCN3S(=O)(=O)c2ccc(OC)cc2)cc1 | -4 | nt
COC(=O)[C@]12C[C@H](CC(=O)N3CCOCC3)C(=O)N(CCC3=CCCCC3)C1=C[C@H](C(C)(C)C)O[C@@H]2C | -5 | nt
COC(=O)C1=C(C)NC(C)=C(C(=O)OC)C(N2C(=O)CCC2=O)C1 (stereo unspecified) | -4 | nt
C[C@@H]1ON(C)[C@H]2C[C@H]3c4[nH]c5c(-c6ccccc6)cccc5c4CCN3C(=O)[C@@H]12 | -8 | nt
CCCN1CCCCC(NC(C)=O)C1=O (stereo unspecified) | -4 | nt
COC(=O)C1=C(C)N(C)C(=NCc2ccc(C(F)(F)F)cc2)NC1c1cccc(Cl)c1 (stereo unspecified) | -5 | nt
Cc1nc2c(c(=O)c3ccccc3n2C)c(=O)n1C1CCCC1 | 2 | nt
CCCCc1c(-c2ccccc2OC)ncn1C1CCCCC1 | -6 | nt
COC(=O)C1=C(C)N(C)C(=NCC2CC2)NC1c1cccc(Cl)c1 (stereo unspecified) | -6 | nt

Some values from above.
GalR3 antagonist, `COc1ccc(-c2ccc3c(n2)CCCN3S(=O)(=O)c2ccc(OC)cc2)cc1` is entered as -4
M4 PAM, `Clc1cccc(-c2nc3ccc(Cl)cn3c2Cc2ccsc2)c1` is entered as 4
GalR3 antagonist, `COC(=O)[C@]12C[C@H](CC(=O)N3CCOCC3)C(=O)N(CCC3=CCCCC3)C1=C[C@H](C(C)(C)C)O[C@@H]2C` is entered as -5
GalR3 antagonist, `C[C@@H]1ON(C)[C@H]2C[C@H]3c4[nH]c5c(-c6ccccc6)cccc5c4CCN3C(=O)[C@@H]12` is entered as -8

The list continues:
Compound | GalR3 antagonist | M4 PAM
CCCN(CCC)Cc1cc(=O)oc2ccccc12 | -6 | nt
C[C@H]1CN(C(=O)OC(C)(C)C)CCN1c1ccc(N2CC[C@H](O)C2)c(C#N)c1 | -6 | nt
CC(C)C1=CC2C3C(C(C(C)C)=CC(=O)[C@@]3(C)O)C1C(=O)C2(C)O (stereo partly specified) | 1 | nt
Cc1noc(C)c1S(=O)(=O)N1CCCc2nc(-c3ccc(F)cc3)ccc21 | -8 | nt
O=c1[nH]c(=O)n(C2OC(CO)C(O)C(O)C2O)cc1F (stereo unspecified) | -4 | nt
O=c1[nH]cnc2nn(C3OC(CO)C(O)C3O)nc12 (stereo unspecified) | -3 | nt
C[C@H](O)[C@@H]1C(=O)N2CCc3c([nH]c4c(-c5ccc6c(c5)OCO6)cccc34)[C@@H]2C[C@@H]1N(C)C(=O)Nc1ccccc1 | -8 | nt
COC(=O)C1=C(C)N(Cc2ccc(F)cc2)C(=S)NC1c1ccc(Cl)cc1 (stereo unspecified) | -10 | nt
C=CCNc1cccc2c1S(=O)(=O)N[C@H](CC(C)C)CO2 | -4 | nt
C=CCNc1cccc2c1S(=O)(=O)N[C@H](C)CO2 | -5 | nt
Cc1ccccc1-c1ccc2c(c1)[C@@H]1C[C@H]3[C@@H](CN1CC2)[C@H](C)ON3C | -6 | nt
CCc1c(-c2ccccc2OC)ncn1CCc1ccccc1OC | -8 | nt
CS(=O)(=O)c1cccc(OCCCN2CCC(C(O)(c3ccccc3)c3ccccc3)CC2)c1 | -10 | nt
C=CCN1[C@@H](C)[C@H](c2ccccc2)Oc2cccc(NCC(C)C)c2S1(=O)=O | -7 | nt
COc1ccc(C2CC(=O)C(c3ccc(C(N)=O)cc3)=CN2Cc2ccccc2)cc1 (stereo unspecified) | 0 | nt
O=C(NCc1ccccc1)[C@H]1CCCN1C(=O)[C@H]1CCCN1C(=O)N1CCOCC1 | -8 | nt
COC(=O)[C@]12C[C@H](CC(=O)N3CCN(C(=O)C4CC4)CC3)C(=O)N(CCC3=CCCCC3)C1=C[C@H](COCc1ccccc1)O[C@@H]2C | -3 | nt
C=CC(=O)Nc1cccc(Oc2nc(Nc3ccc(N4CCN(C)CC4)cc3OC)ncc2Cl)c1 | -7 | nt
COc1ccc(-c2cc(NC(=O)Cc3c(C)[nH]c4ccccc34)ccc2Nc2cccnc2)cc1F | -3 | nt
O=C(Nc1ccc(Cl)cc1)OCC12COCN1COC2 | -5 | nt
CC(C)c1[nH]nc2c1C(c1ccccc1)N(Cc1ccccc1)C2=O (stereo unspecified) | -5 | nt
C[C@@H]1CCCCO[C@@H](CN(C)C(=O)Nc2ccc3c(c2)OCO3)[C@@H](C)CN([C@H](C)CO)C(=O)c2cc(NC(=O)Nc3ccc(C(F)(F)F)cc3)ccc2O1 | -1 | nt
O=C(C(=O)N1CCC(CNC(=O)c2cccs2)CC1)c1cc2ccccc2o1 | -4 | nt
CCCCCCCCN1C(=O)[C@@H](CC(=O)NCc2ccc(C)o2)C[C@@]2(C(=O)OC)C1=C[C@H](C1CCCC1)O[C@@H]2C | -7 | nt
O=C1c2[nH]nc(-c3ccccc3)c2C(c2ccc(F)cc2)N1Cc1ccccc1 (stereo unspecified) | -8 | nt
CC(C)C[C@@H]1COc2cccc(NC3CC3)c2S(=O)(=O)N1 | -7 | nt
CN(C(=O)[C@@H](Cc1ccccc1)NC(=O)[C@H]1O[C@@H](n2cnc3c(=O)[nH]c(N)nc32)[C@H](O)[C@@H]1O)C1CCCCC1 | -2 | nt
CC(C)(C)S(=O)N1C[C@H]2CC(=O)C(CCO)=C2[C@@H]1CCO (stereo partly specified) | 2 | nt
CCOC(=O)N1CCN(C(=O)C[C@H]2C[C@@]3(C(=O)OC)C(=C[C@H](C(C)(C)C)O[C@@H]3C)N(CCC3=CCCCC3)C2=O)CC1 | -7 | nt
C[C@H]1[C@H](c2ccccc2)Oc2ccc(Cl)cc2S(=O)(=O)N1C[C@@H]1CCCN1C(=O)OC(C)(C)C | -8 | nt
COc1ccc(N2CCN(C(=O)C3CCN(S(=O)(=O)c4ccc5c(c4)CC(C)N5C(=O)C4CC4)CC3)CC2)cc1 (stereo unspecified) | -2 | nt
C[C@H](O)[C@@H]1C(=O)N2CCc3c([nH]c4c(-c5ccccc5)cccc34)[C@@H]2C[C@@H]1N(C)C(=O)c1cc(Cl)cc(Cl)c1 | -3 | nt
CCOC(=O)C1=C(C(=O)OCC)C2N(Cc3ccc(C#N)cc3)c3ccccc3[C@@]23C[C@@H](C(=O)OC)N(S(=O)(=O)c2ccc(C)cc2)C3=N1 (stereo partly specified) | 8 | nt
COC(=O)N1C[C@H](OCc2ccc3c(c2)OCO3)[C@H]2C[C@@H]1c1ccccc1O2 | -1 | nt
O=C(N[C@H](C(=O)N1CCC[C@H]1C(=O)NCCc1ccccc1Cl)c1ccccc1)c1cccs1 | -4 | nt
Cc1ccc(NC(=S)Nc2ccc(-c3nnc4n3CCCCC4)cc2)cc1C | -1 | nt
CC(=O)N1C[C@@H](CO)[C@@H](N(C)C(=O)/C=C/c2ccccc2)C[C@H]1c1ccccc1 | -2 | nt
COC(=O)[C@]12C[C@H](CC(=O)NCCCCc3ccccc3)C(=O)N(CCC3=CCCCC3)C1=C[C@H](COCc1ccccc1)O[C@@H]2C | -5 | nt
CC(C)(C)OC(=O)N1CCC[C@@H]1C(=O)N1CCC[C@@H]1C(=O)NCc1ccccc1 | -6 | nt
COC(=O)C1=C(C)NC(=S)NC1c1cccc(OC)c1 (stereo unspecified) | -4 | nt
Cc1cc(N2CCNC[C@@H]2C)ccc1N1CCN(Cc2ccccc2)[C@H](C)C1 | -7 | nt
O=C(Cc1c[nH]c2ccccc12)Nc1ccc(Nc2cccnc2)cc1 | -6 | nt
O=C1CC(O)C(Cc2ccccc2)N1 (stereo unspecified) | -4 | nt
COC(=O)C1=C(C)N(Cc2ccc(F)cc2)C(=S)NC1c1cccc(OC)c1 (stereo unspecified) | 1 | nt
COC(=O)N1C[C@H](OCc2ccccc2)[C@H]2C[C@@H]1c1ccccc1O2 | -2 | nt
O=S1(=O)c2ccc(Br)cc2OC2CCCN1C2 (stereo unspecified) | -2 | nt
COC(=O)C1=C(C)N(C)C(=NCc2ccccc2C(F)(F)F)NC1c1ccc(C(F)(F)F)cc1 (stereo unspecified) | -10 | nt
CCc1c(Cc2cccc(F)c2)ncn1CCc1ccccc1OC | -7 | nt
CC[C@H](NC(=O)[C@H]1O[C@@H](n2cnc3c(=O)[nH]c(N)nc32)[C@H](O)[C@@H]1O)c1ccccc1 | -4 | nt
Nc1nc2c(ncn2[C@@H]2O[C@H](C(=O)N[C@H](Cc3ccccc3)C(=O)NCc3ccc4c(c3)OCO4)[C@@H](O)[C@H]2O)c(=O)[nH]1 | -7 | nt
CCN(Cc1cc(OC)c(OC)c(OC)c1)S(=O)(=O)c1ccccc1Br | 1 | nt
COC(=O)Cc1nnn2c1CC(OC)c1cc(Br)ccc1-2 (stereo unspecified) | -6 | nt
C[C@@H]1COc2cccc(NCCCN3CCOCC3)c2S(=O)(=O)N1 | -6 | nt
